Assay outcomes from PubChem BioAssay.
TrxR1 substrate: rat thioredoxin reductase 1 substrate activity; purified TrxR1 substrate turnover, NADPH consumption readout; O89049; 390,000 tested, 0.01% active; Potency, µM (highest dose often 114 µM), for inactives: at the top dose activity change, negative = substrate turnover; also: potency is read from the fitted curve at half-maximal effect; % is scaled to controls: 0 for no effect and ±100 for the full control effect; nearly all actives have a fitted effect of over 50% in size
Target sequence (O89049 whole entry, looked up): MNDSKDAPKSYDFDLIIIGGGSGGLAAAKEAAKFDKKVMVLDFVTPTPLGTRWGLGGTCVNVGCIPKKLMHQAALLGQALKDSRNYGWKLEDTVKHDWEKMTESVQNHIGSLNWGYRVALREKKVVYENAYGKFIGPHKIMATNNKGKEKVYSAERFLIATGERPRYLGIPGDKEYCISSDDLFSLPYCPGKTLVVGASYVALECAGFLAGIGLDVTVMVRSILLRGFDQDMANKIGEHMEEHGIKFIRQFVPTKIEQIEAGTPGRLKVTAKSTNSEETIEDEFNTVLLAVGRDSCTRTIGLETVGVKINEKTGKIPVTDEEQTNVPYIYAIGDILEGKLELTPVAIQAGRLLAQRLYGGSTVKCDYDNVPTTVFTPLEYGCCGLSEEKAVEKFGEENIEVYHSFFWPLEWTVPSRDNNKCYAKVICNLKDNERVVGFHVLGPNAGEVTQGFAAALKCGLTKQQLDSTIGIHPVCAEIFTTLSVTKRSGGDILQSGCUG
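Rat TrxR1, dispensed at 90 nM, was prereduced with 400 uM NADPH (final) for 5 min at ~22 deg C, then incubated with compound 15 min before 400 uM selenite. A first-read NADPH fluorescence drop versus no-compound background flagged substrates.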
D2 antagonist: D2 dopamine receptor (human) antagonism. 340,000 tested, 2% active. HEK293 TREx D2 cells, calcium flux, dopamine EC80. inhibition, % at 10 µM. P14416; in the data active = inhibition above about 30%; also: 0% is about no effect
Target sequence (P14416 whole entry, looked up): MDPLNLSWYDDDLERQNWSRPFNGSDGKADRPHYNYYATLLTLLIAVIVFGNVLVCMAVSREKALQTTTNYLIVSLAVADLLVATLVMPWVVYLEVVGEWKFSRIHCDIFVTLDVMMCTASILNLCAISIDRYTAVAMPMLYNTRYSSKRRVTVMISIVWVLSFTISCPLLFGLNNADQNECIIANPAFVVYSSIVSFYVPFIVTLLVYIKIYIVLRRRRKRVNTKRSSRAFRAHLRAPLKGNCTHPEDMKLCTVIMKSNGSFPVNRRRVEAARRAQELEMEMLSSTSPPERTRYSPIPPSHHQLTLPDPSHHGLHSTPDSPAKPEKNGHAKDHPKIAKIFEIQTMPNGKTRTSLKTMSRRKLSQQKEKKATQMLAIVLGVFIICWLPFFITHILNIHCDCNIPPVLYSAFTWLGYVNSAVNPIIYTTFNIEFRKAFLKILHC
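Overnight-induced (tetracycline, 30 C) HEK293 T-REx cells carrying force-coupled D2 receive a no-wash calcium dye, then compound, then EC80 dopamine at 180 s; signals are read kinetically throughout.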
USP1 inh: blocks the human USP1/UAF1 deubiquitinase complex. O94782. recombinant USP1/UAF1, Ub-Rhodamine cleavage fluorescence. Potency, µM (highest dose often 57.1 µM), without a hit: top-dose activity change, negative = inhibition, actives largely listed as inhibitors. 390,000 tested, 0.23% active. AID 743255; also: potency is read from the fitted curve at half-maximal effect; % is scaled to controls: 0 for no effect and ±100 for the full control effect; nearly all actives have a fitted effect of over 60% in size; inactives centre near -12
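Step one: compound is pinned into 1nM USP1/UAF1 in HEPES pH 7.8 buffer with TCEP. Step two: 15 min room-temperature incubation. Step three: Ub-Rho (150nM final) starts cleavage, tracked by fluorescence over six one-minute reads.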
TRHR ag: activates the human TRH receptor. 360,000 tested, 0.18% active. P34981. AID 493084. TRHR cells, calcium flux fluo-8, FDSS agonist mode. activation, % at 2 µM; in the data active = activation above about 30%; also: 0% is about no effect
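In this calcium-flux screen, cells bearing human TRHR are dye-loaded with fluo-8, baselined for 10 cycles, then exposed to library compounds; positive kinetic calcium responses during the agonist phase mark hits, with TRH as control.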
IDH1 R132H inh: human IDH1 R132H inhibition; O75874; IDH1-R132H enzyme, NADPH consumption, diaphorase/resazurin fluorescence; Potency, µM (doses to about 76.6 µM), inactives show at the top dose activity change, negative = inhibition, hits mostly inhibitors; 390,000 tested, 0.093% active; also: potency is read from the fitted curve at half-maximal effect; % is scaled to controls: 0 for no effect and ±100 for the full control effect; nearly all actives have a fitted effect of over 65% in size
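IDH1-R132H (0.5 ug/mL) preincubated 30 min with compound, then NADPH (0.016 mM) and alpha-KG (2 mM) added; 80 min at RT, pH 7.5. Remaining NADPH coupled via diaphorase/resazurin to fluorescence (540/590 nm); concentration-response curves normalized to no-enzyme control.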
rTrxR1 inhibitor: blocks rat thioredoxin reductase 1 | O89049 | recombinant rTrxR1, NADPH fluorescence consumption, selenite substrate | Potency, µM (top dose mostly 114 µM), for the others: top-dose activity change, negative = inhibition, hits mostly inhibitors | 390,000 tested, 1% active; also: potency is read from the fitted curve at half-maximal effect; % is scaled to controls: 0 for no effect and ±100 for the full control effect; nearly all actives have a fitted effect of over 65% in size
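Rat TrxR1 (90 nM in the dispensed reagent) was pre-reduced with 400 uM NADPH for 5 min at room temperature, then incubated with compound for 15 min. After 400 uM selenite was added, NADPH fluorescence (Ex 340/Em 450 nm) was followed for 8 min.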
TRHR enhancer: allosterically enhances the human TRH receptor; P34981; TRHR cells, fluo-8 calcium fluorescence, EC20 TRH enhancement; enhancement, % at 2 µM; 360,000 tested, 0.66% active; AID 493056; in the data active = enhancement above about 30%; also: 0% is about no effect
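Enhancer read-out: after compound pinning and an initial kinetic agonist-mode read, an EC20 of TRH (10 nM final) was injected and fluo-8 calcium signal (Ex 480/Em 530) followed at 1 s/cycle for 100 cycles in TRHR-expressing cells.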
D2 agonist: agonists of human D2 dopamine receptor; P14416; HEK293 T-REx D2 cells, calcium flux agonist mode; activation, % at 2 µM; 340,000 tested, 0.53% active;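 active = activation over 3 SD above normal in the single-dose calcium agonist read, cut at about 30% in these data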; also: 0% is about no effect
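Agonism is scored from calcium flux in a force-coupled, inducible HEK293 cell line expressing D2, read kinetically for 180 s after compound addition against dopamine controls.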
PI4K2A inh: PI4K2A (human) kinase inhibition; AID 1346378; Q9BTU6; 420,000 tested, 0.13% active; purified PI4K2A, ADP-Glo luminescence, 1 h; active compounds read low; activity change, negative = inhibition, % at 76.9 µM; in the data active = activity change below about -50%; inconclusive = mostly about -30% to -49%;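 also: -100% = wells without enzyme as full effect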
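PI4K2A activity was measured by ADP-Glo luminescence: enzyme (4 ug/mL stock) and phosphatidylinositol (1.2 mM stock) in Tris pH 7.5/MgCl2/EGTA/Triton X-100 buffer were reacted with ATP (300 microM stock) for one hour at ambient temperature.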
Starred values were filed as active, the others as inactive; ? = inconclusive; / = not tested or not shown; & = joins results of further samples; [ ] = remark or other dose. Unless noted, calls follow the shape of the dose curve; as a rule, active = well fitted inhibition curve with a large enough effect; inconclusive = small, poorly fitted or top-dose-only effect; inactive = no such curve, though single readings can be large or run the other way.

#	Molecule	TrxR1 substrate	D2 antagonist	USP1 inh	TRHR ag	IDH1 R132H inh	rTrxR1 inhibitor	TRHR enhancer	D2 agonist	PI4K2A inh
1	CC(C)(CNS(=O)(=O)c1ccc(Cl)cc1)N1CCCCC1	11%	-15	-1%	0.5	1%	16%	28	0.7	-3
2	Fc1cc(F)c(F)c(SCn2cc(Br)cn2)c1F	1%	-7	-8%	1.0	10%	0%	2	-0.6	4
3	COc1ccc(OC)c(-c2csc(NC(=O)COC(=O)C3CC3)n2)c1	-1%	/	-19%	-1.1	0%	27%	-3	/	6
4	O=C(NCCC1CCCCN1S(=O)(=O)c1cccs1)C(=O)Nc1cccc(F)c1 (configuration not stated)	-3%	15	-16%	-0.4	1%	12%	-4	-0.6	0
5	CC1Cc2cc(C(=O)O)ccc2O1 (configuration not stated)	5%	-16	-13%	-1.1	0%	7%	-3	-2.2	-9
6	O=C(Cc1ccc([N+](=O)[O-])cc1)NCCc1ccc2c(c1)OCO2	-6%	/	-18%	/	3%	-29%	/	/	-3
7	c1ccc(Cn2nnc3ccccc32)cc1	8%[57.1 µM]	1	-14%	-0.3	4%	9%[57.1 µM]	-13	0.3	0
8	CC1(C)CC2CC(C)(CN2S(=O)(=O)c2cccc(C(=O)O)c2)C1 (configuration not stated)	-4%	1	-23%	0.2	11%	3%	16	-1.2	5
9	COC(=O)C1=C(C(=O)OC)[C@@H]2N(C)c3ccc(OC)cc3[C@@]23C[C@@H](C(=O)OC)N(C(=O)c2cc(C)oc2C)C3=N1	-5%	/	-28%	/	-1%	8%	/	/	0
10	CS(=O)(=O)N1CCC(C(=O)Nc2cc(C(F)(F)F)ccc2Cl)CC1	10%	-7	-13%	-0.4	2%	6%	-1	0.0	-7
11	Cc1cc(NC(=O)c2cccs2)no1	11%	11	-6%	0.3	0%	16%	-1	-0.5	-1
12	C=CCN1CCC(=O)C(C(=O)OCC)=C1C(=O)OCC	-3%	/	-17%	/	-7%[38.3 µM]	2%	/	/	-1
13	CCOC(=O)CC(NC(=O)Cn1nnc(-c2ccccc2F)n1)c1ccccc1Cl (configuration not stated)	-5%&-6%	18	-22%&-17%	-0.3&1.8	10%&-1%	2%	-5&8	1.3&0.8	-5&2
14	CCNC(=S)N(CCc1c(C)[nH]c2ccc(Cl)cc12)Cc1ccco1	-9%	-8	-2%	0.0	0%	10%	-4	0.3	4
15	O=C(Nc1ccc(Cl)c(C(F)(F)F)c1)c1cc2nc(-c3ccc4c(c3)OCO4)cc(C(F)(F)F)n2n1	0%	/	-14%	0.1	19%	16%	-4	-0.5	-4
16	CCOc1cccc2cc(C(=O)N3CCc4ccccc4C3)c(=O)oc12	5%	/	-12%	-1.1	6%	21%	-7	/	7
17	CCOc1ccc(Nc2oc(/C=C/c3ccc(OC)c(OC)c3)nc2C#N)cc1	-1%	/	9%	-1.2	6%	3%	7	-0.7	1
18	COc1ccc2c(CC(=O)NCc3cccs3)coc2c1	-1%[57.1 µM]	0	-8%	-0.2	3%	-2%[57.1 µM]	-2	-1.1	-2
19	Cn1cc(/C=C2\SC(=O)N(c3ccc(O)cc3)C2=O)c2ccccc21	-4%	-1	-17%	0.2	11%	12%	1	0.3	-4
20	O=C(CC1SC(N2CCCCC2)=NC1=O)Nc1cccc(C(=O)NCc2ccc(F)cc2)c1 (configuration not stated)	-13%	/	-5%	0.1	-2%	-11%	-3	/	-1
21	O=C(c1cccc(S(=O)(=O)N2CCN(c3ccccc3)CC2)c1)N1CC=C(c2ccccc2)CC1	-1%	-4	-20%	0.5	0%	16%	10	0.1	-2
22	CCC1(c2ccccc2)NC(=O)N(CC(=O)Nc2ccccc2C(=O)N2CCCCC2)C1=O (configuration not stated)	-6%	-6	-20%	0.2	4%	1%	1	1.0	-2
23	CCOC(=O)C1C(c2ccc(C(=O)O)cc2)NC(=O)NC1(O)C(F)(F)F (configuration not stated)	-5%[57.1 µM]	9	-1%	0.0	6%	-10%[57.1 µM]	0	8.4	4
24	CCCCNC(=O)c1cccc(S(=O)(=O)N2CC3(C)CC2CC(C)(C)C3)c1 (configuration not stated)	-8%	-6	-26%	4.2	9%	9%	-7	-0.1	1
25	CN(C)c1ccc(C(c2ccc(N(C)C)cc2)C(O)c2ccccc2)cc1 (configuration not stated)	-2%[57.1 µM]	/	-22%	/	5%	-2%[11.4 µM]	/	/	8
26	O=C(O)CCN1CCOCC1	11%[57.1 µM]	-7	-12%	0.5	-1%	36%[activator][57.1 µM]	2	1.1	-10
27	Cc1cc(C)cc(NC(=O)C2C3C=CC4(O3)C2C(=O)N(CCCN2CCCCC2)C4C(=O)NC2CCCCC2)c1 (configuration not stated)	2%	-2	-7%	0.6	0%	18%	6	1.0	-2
28	CCNC(=O)/C(C#N)=C/c1c(N2CCN(c3ccccc3)CC2)nc2ccccn2c1=O	142%[activator]	-6	-27%	-0.3	-10%	40%[activator]	-10	3.6	-3
29	CC(=O)C1=C(O)C(=O)N(c2cccnc2)C1c1ccc(Cl)cc1 (configuration not stated)	8%[57.1 µM]	-2	-13%	-0.4	1%	7%[57.1 µM]	8	-0.2	-2
30	O=C(O)c1ccc(-n2nnnc2Oc2ccccc2C(=O)N2CCOCC2)cc1	8%	4	-14%	0.2	3%	21%	0	0.4	0

#	Molecule	TrxR1 substrate	D2 antagonist	USP1 inh	TRHR ag	IDH1 R132H inh	rTrxR1 inhibitor	TRHR enhancer	D2 agonist	PI4K2A inh
31	O=C(Nc1cccc2c1C(=O)NC2=O)c1ccc(N2C(=O)CCC2=O)cc1	22%	-10	-3%	0.3	-6%	7%	3	0.7	-3
32	O=C(Nc1cccc2c1CCCC2)c1ccc(Br)o1	-5%	-10	?	-1.0	8%	-12%	-1	-0.8	5
33	O=C1c2[nH]nc(-c3ccccc3O)c2C(c2cccc(Cl)c2)N1Cc1cccnc1 (configuration not stated)	-4%	/	-5%	-0.8	?	9%	4	0.7	-3
34	O=C(NCCCN1CCOCC1)C1CCC(=O)N1CCc1ccccc1 (configuration not stated)	2%	4	-28%	1.0	7%	-3%	16	0.8	5
35	CC1CCN(C(=O)CSc2nnc(-c3cccs3)o2)CC1	-1%[57.1 µM]	9	-8%	-1.1	2%	25%[57.1 µM]	3	-2.6	6
36	COc1cc(/C=C/C(=O)O)cc(S(=O)(=O)NCc2ccc3c(c2)OCO3)c1OC	-4%	2	-21%	0.9	17%	-6%[57.1 µM]	-2	0.2	0
37	COc1cccc(NC(=O)CSc2nc3c(c(=O)n2C)SC(C)C3)c1 (configuration not stated)	1%	10	-31%	0.1	2%	13%	-2	-2.2	-1
38	Cc1cc(O)c(C(C)C)cc1NC(=O)c1ccccc1Cl	-5%	-12	-5%	0.2	6%	-11%	-2	1.0	2
39	Cc1ccc(C(C(=O)NC2CCCC2)N(Cc2ccccc2)C(=O)c2csnn2)o1 (configuration not stated)	-2%	18	-15%	0.0	-1%	7%	0	-0.9	0
40	CC1CCc2c(sc(NC(=O)Cn3cnc([N+](=O)[O-])n3)c2C(N)=O)C1 (configuration not stated)	-10%	5	-2%	-1.1	10%	17%	18	-0.6	-1
41	Cc1nnc(NC(=O)C23CC4CC(C)(CC(C)(C4)C2)C3)s1	-1%	/	-24%	/	7%	8%	/	/	-2
42	NNC(=O)/C(=N/Nc1ccccc1)S(=O)(=O)c1ccc(Cl)cc1	-10%	14	-7%	0.6	-3%	-1%[57.1 µM]	-3	1.3	-2
43	C=CCNC(=S)NN=C1CCC(c2ccccc2)CC1 (configuration not stated)	-5%	1	-26%	-1.0	3%	-17%	-3	-0.3	1
44	CC(C)Cn1nc(C(=O)Nc2cccc(C(=O)NC3CC3)c2)c2ccccc2c1=O	-4%	-9	-15%	-0.3	0%	-1%	4	-1.4	3
45	CC(C)CC(CO)NS(=O)(=O)c1cccc(Cl)c1F (configuration not stated)	1%	/	-7%	/	2%	11%	/	/	0
46	COc1ccc(-c2onc(C)c2C)cc1S(=O)(=O)NCC1CCN(Cc2ccccc2F)CC1	2%[57.1 µM]	/	-18%	0.0	-3%	25%[57.1 µM]	0	0.1	3
47	COCC(C)NC(=O)C1CC(=O)N(c2ccc(C)cc2)C1 (configuration not stated)	-3%[57.1 µM]	-4	-6%	0.8	1%	-4%[57.1 µM]	-4	-0.8	-8
48	CNC(=O)CCSc1ccc(C)cc1	3%[57.1 µM]	-23	-3%	0.0	13%	9%[57.1 µM]	5	-0.4	1

In the list so far, 3 contain two or more sulfur atoms:
#	Molecule	TrxR1 substrate	D2 antagonist	USP1 inh	TRHR ag	IDH1 R132H inh	rTrxR1 inhibitor	TRHR enhancer	D2 agonist	PI4K2A inh
4	O=C(NCCC1CCCCN1S(=O)(=O)c1cccs1)C(=O)Nc1cccc(F)c1 (configuration not stated)	-3%	15	-16%	-0.4	1%	12%	-4	-0.6	0
35	CC1CCN(C(=O)CSc2nnc(-c3cccs3)o2)CC1	-1%[57.1 µM]	9	-8%	-1.1	2%	25%[57.1 µM]	3	-2.6	6
37	COc1cccc(NC(=O)CSc2nc3c(c(=O)n2C)SC(C)C3)c1 (configuration not stated)	1%	10	-31%	0.1	2%	13%	-2	-2.2	-1
